High-throughput results (PubChem)
tim23-1 inh – growth inhibitors of tim23-1 mutant yeast, primary screen, luminescence, uHTS | inhibition, % at 20 µM | 1.3% of 330,000 active | AID 463212, 2010 | S. cerevisiae tim23-1 growth, BacTiter-Glo luminescence, 24 h;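 active means growth inhibition of the mutant yeast at or above 50%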;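 further: temperature-sensitive mutant grown at 25 °C; plate controls were DMSO-treated mutant yeast for no effect and medium wells lacking yeast for full effect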
XBP1 UPR activ – activators of adaptive XBP1 UPR arm, primary screen, cell-based, CHO-XBP1 luciferase reporter, luminescence, uHTS; IRE1-XBP1 UPR activation; percent of tunicamycin response, DMSO as zero; activation, % at 20 µM; 0.33% of 330,000 active;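 active means versus positive control, 20 µM dose yields 30% or more activation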;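 further: 100% = tunicamycin at 10 µg/mL and 0% = DMSO only wells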
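Test system: CHO-XBP1 luciferase reporter cells | Buffer or medium: Serum-containing F12 medium, 10% FBS | Schedule: 6 h compound exposure at 37 °C, 5% CO2 | Detection: Steady-Glo luciferase glow luminescence, 10 min after reagent addition | Read-out basis: Activation, % of tunicamycin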
CXCR6 block – CXCR6 receptor inhibitors, primary screen, cell-based, beta-arrestin, luminescence, CHO-K1 PathHunter, 1536-well; 0.36% of 360,000 active; inhibition, % at 20 µM; C-X-C chemokine receptor type 6 (Homo sapiens), O00574; in the data active means inhibition above about 34%, passing the limit was not always enough;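 further: antagonist mode with CXCL16 agonist at 10 nM final; 0% = 10 nM CXCL16 with DMSO and 100% = unstimulated wells without agonist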
Target sequence (O00574 whole entry, looked up): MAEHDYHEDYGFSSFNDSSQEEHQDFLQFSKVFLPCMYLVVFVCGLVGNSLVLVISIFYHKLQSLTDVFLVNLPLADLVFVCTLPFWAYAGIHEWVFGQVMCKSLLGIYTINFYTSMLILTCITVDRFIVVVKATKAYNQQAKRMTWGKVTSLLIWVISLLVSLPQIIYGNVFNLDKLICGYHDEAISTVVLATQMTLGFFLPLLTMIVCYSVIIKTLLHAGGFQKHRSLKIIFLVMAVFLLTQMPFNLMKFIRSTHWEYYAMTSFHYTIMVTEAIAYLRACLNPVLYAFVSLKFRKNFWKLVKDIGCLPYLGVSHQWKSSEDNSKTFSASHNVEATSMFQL
APJ antagonist – antagonists of human apelin receptor APJ, primary screen, CHO-K1 cells, beta-arrestin complementation, luminescence; inhibition, % at 20 µM; 0.32% of 330,000 active; AID 2521, 2010;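 active means inhibition above about 40% at 20 µM, limit read from the data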;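 further: cells challenged with 10 nM apelin-13 agonist together with compound; plate controls were apelin-13 plus DMSO wells for no effect and DMSO wells lacking apelin-13 for full effect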
Target sequence (P35414 whole entry, looked up): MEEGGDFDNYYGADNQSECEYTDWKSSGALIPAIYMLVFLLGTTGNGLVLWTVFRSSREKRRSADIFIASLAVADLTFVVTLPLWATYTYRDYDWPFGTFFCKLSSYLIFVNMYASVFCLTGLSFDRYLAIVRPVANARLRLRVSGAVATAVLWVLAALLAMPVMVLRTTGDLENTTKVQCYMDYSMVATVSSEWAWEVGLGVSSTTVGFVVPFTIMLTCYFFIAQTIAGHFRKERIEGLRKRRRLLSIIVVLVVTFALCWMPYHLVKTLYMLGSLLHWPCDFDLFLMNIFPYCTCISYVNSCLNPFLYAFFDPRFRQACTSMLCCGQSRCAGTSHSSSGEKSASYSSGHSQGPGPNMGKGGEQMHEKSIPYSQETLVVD
Mdm2-MdmX inh – inhibitors of human Mdm2-MdmX association, primary screen, cell-based, luminescence, split luciferase, SaOS-2, uHTS | Protein Mdm4 (Homo sapiens) + E3 ubiquitin-protein ligase Mdm2 (Homo sapiens), … | SaOS-2 split-luciferase Mdm2/MdmX complementation | inhibition, % at 8 µM | 3% of 330,000 active | AID 485346, 2010;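 active means inhibition of at least 50% at 8 µM in the primary screen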
tim10-1 inh – growth inhibitors of tim10-1 mutant yeast, primary screen, luminescence, uHTS; S. cerevisiae tim10-1 ts strain growth, BacTiter-Glo, 24 h; inhibition, % at 20 µM; 2.2% of 330,000 active;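 active means inhibition of at least 40%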;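 further: mutant grown at 25 °C; 0% = DMSO wells with yeast and 100% = wells holding no yeast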
CHOP UPR activ – activators of apoptotic CHOP UPR arm, primary screen, cell-based, CHO-CHOP luciferase reporter, luminescence, uHTS; UPR activation; percent of tunicamycin response over DMSO baseline; activation, % at 10 µM; 0.34% of 330,000 active;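 active means at 10 µM dose, activation of 40% or more, normalized to positive control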;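 further: 100% = tunicamycin at 10 µg/mL and 0% = DMSO alone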
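System: CHO-CHOP luciferase reporter cell line | Buffer or medium: F12 medium containing 10% fetal bovine serum | Doses: One dose, 10 µM in 0.5% DMSO | Times: 6 h compound exposure at 37 °C after overnight seeding | Signal: Luciferase luminescence | Read-out: % activation vs tunicamycin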
APJ ag – agonists of human apelin receptor APJ, primary screen, CHO-K1 cells, PathHunter beta-arrestin, luminescence; P35414; 0% DMSO wells, 100% apelin; activation, % at 20 µM; 0.11% of 330,000 active; AID 2520, 2010;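 active means activation more than six SD over the plate average, tested at 20 µM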;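 further: 0% = DMSO alone and 100% = apelin-13 at 10 nM; some results filed as inactive read as strong as hits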
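Material: engineered CHO-K1 APJ arrestin reporter cells; amount: 1000 CHO-K1 reporter cells seeded per well; incubation: compound stimulation 90 min at 25 °C, detection 60 min; signal: luminescent beta-gal fragment complementation, chemiluminescent substrate; read-out basis: APJ agonist activity; controls: DMSO-only wells as negative, 10 nM Apelin-13 as positive control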
TIM10 inh – growth inhibitors of isogenic TIM10 control yeast, primary screen, counter-screen for tim10-1 yeast inhibitor project, luminescence, uHTS; S. cerevisiae TIM10 strain growth, BacTiter-Glo luminescence, 24 h; inhibition, % at 10 µM; 1.4% of 330,000 active; AID 463195, 2010;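 active means inhibition of 40% or more at the single tested concentration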;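 further: wild-type TIM10 isogenic control strain grown at permissive 25 °C; 0% = DMSO yeast wells and 100% = minimal medium wells without yeast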
Starred values were filed as active, the others as inactive; / = not tested or not shown. This is a subset; rates above refer to the full screens.

A first look (four entries):
SMILES | tim23-1 inh | XBP1 UPR activ | CXCR6 block | APJ antagonist | Mdm2-MdmX inh | tim10-1 inh | CHOP UPR activ | APJ ag | TIM10 inh
O=C(CCNc1n[nH]c(=O)[nH]c1=O)N/N=C\c1cccc(OCc2ccccc2)c1 | -7 | 0 | 5 | -7 | 8 | -6 | 0.9 | -4 | 4
O=C(CSc1nnc(-c2ccco2)n1CC1CCCO1)N1CCCCC1 (stereo not given) | 20 | 0 | -2 | -15 | -17 | 6 | 0.6 | 3 | 0
COC(=O)c1sc(=S)n(-c2cccc(Cl)c2)c1N | -21 | 1 | 4 | 27 | -18 | -22 | 1.2 | -3 | -26
CCOC(=O)c1c(-c2cccc([N+](=O)[O-])c2)csc1N | -10 | 5 | 6 | -3 | 25 | 4 | 0.4 | 1 | 20

The list itself, repeating the preview:
SMILES | tim23-1 inh | XBP1 UPR activ | CXCR6 block | APJ antagonist | Mdm2-MdmX inh | tim10-1 inh | CHOP UPR activ | APJ ag | TIM10 inh
O=C(CCNc1n[nH]c(=O)[nH]c1=O)N/N=C\c1cccc(OCc2ccccc2)c1 | -7 | 0 | 5 | -7 | 8 | -6 | 0.9 | -4 | 4
O=C(CSc1nnc(-c2ccco2)n1CC1CCCO1)N1CCCCC1 (stereo not given) | 20 | 0 | -2 | -15 | -17 | 6 | 0.6 | 3 | 0
COC(=O)c1sc(=S)n(-c2cccc(Cl)c2)c1N | -21 | 1 | 4 | 27 | -18 | -22 | 1.2 | -3 | -26
CCOC(=O)c1c(-c2cccc([N+](=O)[O-])c2)csc1N | -10 | 5 | 6 | -3 | 25 | 4 | 0.4 | 1 | 20
c1ccc(CCNc2nc(-c3cccnc3)cs2)cc1 | 24 | 0 | 1 | 17 | -38 | 31 | 6.0 | -2 | 25
CC(=O)c1cc(N2CCC(C(=O)O)CC2)ccc1[N+](=O)[O-] | -2 | -3 | 17 | 13 | 10 | -6 | -1.6 | -4 | -4
Cc1ccc(S(=O)(=O)Nc2ccccc2-c2ccccc2)cc1 | 32 | 3 | 0 | 8 | 49 | 30 | -1.3 | -2 | 7
CCO[C@@H]1OC(C(=O)N2CCOCC2)=C[C@H](c2coc3ccccc3c2=O)[C@H]1CCCO | -2 | -3 | 0 | -8 | 1 | 0 | 0.0 | 6 | -2
c1csc(-c2nnc3ccccn23)c1 | -5 | 0 | -12 | -4 | 6 | -3 | -2.2 | -3 | 9
O=S(=O)(c1ccc2ccccc2c1)N1CCCOC1 | 15 | -1 | 6 | -11 | 12 | 13 | -0.6 | -6 | -7
O=C1CCCN1CC(O)CS(=O)(=O)c1ccccc1 (stereo not given) | 6 | -3 | -9 | 15 | 5 | 2 | -2.5 | -4 | -6
COc1ccc(NS(=O)(=O)c2ccc3c(c2)N(C(C)=O)CC(C)S3)c(OC)c1 (stereo not given) | 24 | -1 | 0 | -12 | -8 | 19 | 2.7 | 0 | 17
Cc1ccsc1C(=O)OCC(=O)NCC1CCCO1 (stereo not given) | 10 | 4 | 7 | 8 | 24 | 7 | 2.8 | -2 | -14
Cn1c(NC(=O)c2cccc(Cn3cc(Cl)cn3)c2)nc2ccccc21 | -7 | -5 | 8 | -1 | 20 | 2 | 0.9 | 9 | 4
C=CCNC(=O)CC(=O)N/N=C/c1ccccc1F | 9 | -1 | -2 | -15 | -40 | 19 | -1.9 | -1 | 8
Cc1ccc(CNC(=O)C(NS(=O)(=O)c2cccc3nsnc23)C(C)C)cc1 (stereo not given) | 6 | -3 | -2 | -8 | -6 | 11 | -1.6 | 2 | 7
Cc1ccc(C(=O)Nc2ccc3[nH]c(=O)[nH]c3c2)c(C)c1 | -1 | -2 | -4 | 5 | -6 | -6 | 0.5 | -4 | 1
O=S(=O)(c1c(F)cccc1F)N1CCN(C(=S)NCc2ccc3c(c2)OCO3)CC1 | 21 | -2 | -1 | -7 | 26 | 9 | -0.8 | -2 | 5
Cc1ccccc1-n1ncc2c1CC(C)(C)CC2NC(=O)CCn1cncn1 (stereo not given) | -13 | -4 | -2 | 13 | 13 | -5 | -0.2 | 2 | -2
COc1cc(C(=O)NCC(=O)OCc2ccc(F)cc2)cc(OC)c1OC | 21 | -1 | -1 | -5 | 7 | 9 | -1.5 | 1 | 5
c1ccc2c3c(c(CN4CCCCC4)cc2c1)COC3 | -32 | -3 | -2 | -3 | 14 | -17 | -0.3 | -5 | -4
C=CCOc1ccc(NC(=O)C2CC(=O)N(C(C)C)C2)cc1 (stereo not given) | 20 | -2 | 1 | 2 | -29 | 5 | -0.4 | 2 | -1
O=C(COc1ccccc1Cl)NCCNC(=O)c1cccnc1 | 8 | -3 | -1 | 1 | 15 | 15 | -0.8 | -4 | -13
CC1CCc2sc(C(=O)Nc3ccc(C(N)=O)cc3)cc2C1 (stereo not given) | 29 | 5 | -11 | 7 | -23 | 19 | 3.5 | -4 | 12
CCn1nc([N+](=O)[O-])c2c(-c3nc4ccccc4o3)c(N)n(CCCOC)c2c1=O | -3 | 2 | -3 | -4 | 47 | 23 | -0.8 | 3 | -18
CC(C)c1ccc(/C=C/C(=O)NC2=NCCS2)cc1 | 19 | 0 | / | 10 | -56 | 38 | -0.5 | -4 | 14
CCOC(=O)CCCOC(=O)c1ccc(S(=O)(=O)N(C)C)cc1 | 20 | 2 | 2 | -2 | -19 | 10 | -0.4 | 4 | 12
Cc1nn(-c2ccccc2)c(Cl)c1C(=O)OC(C)C(=O)NC(=O)NC1CCCCC1 (stereo not given) | 17 | -4 | 10 | 14 | -1 | 37 | 1.9 | -2 | 23
Cc1ccc2c(c1)-c1ncc(C(=O)c3cc(Br)ccc3O)cc1CO2 | 16 | 0 | / | -2 | 13 | 24 | 0.7 | -4 | 16
O=C(Nc1cc2c(oc1=O)CCCC2=O)c1cccc(Cl)c1 | 25 | 4 | 0 | 5 | 12 | 37 | -1.4 | -3 | 4
CCCCOn1c(C)c(C(=O)OCC)c2c3nonc3ccc21 | 20 | 1 | 3 | 8 | 6 | 18 | -2.4 | -2 | 13
Cc1cc(C)nc(NS(=O)(=O)c2ccc(NC(=O)CSc3ncn[nH]3)cc2)n1 | 6 | 0 | 6 | -5 | 11 | 6 | -1.1 | -2 | -1
Cc1ccc(NC(=O)N2CCN(C)CC2)cc1NC(=O)N1CCN(C)CC1 | 11 | -2 | -7 | -4 | 1 | -2 | 1.4 | -2 | 8
CCCCN(C(=O)Cn1ncc(Cl)c(Cl)c1=O)c1c(N)n(CC(C)C)c(=O)[nH]c1=O | 3 | -1 | -4 | -31 | 15 | 0 | 1.3 | -2 | -3
COc1ccc(CN2C(=O)c3ccccc3C2=O)cc1C(=O)Nc1ccccc1N1CCOCC1 | 21 | 2 | 10 | 8 | 21 | 28 | -1.0 | -1 | 20
CCn1c(SCC(=O)N2CCC(C)CC2)nnc1-c1ccc(S(=O)(=O)N2CCN(C)CC2)cc1 | 6 | 2 | -7 | 10 | -7 | 8 | 3.3 | -3 | -2
Cn1cc2ccc([N+](=O)[O-])cc2n1 | 3 | -1 | 7 | 19 | 1 | 9 | 1.5 | -2 | 9
CC(C)(C)c1cc[n+](C2=C([O-])c3ccccc3C(=O)/C2=N\S(=O)(=O)c2ccccc2)cc1 | -4 | -6 | -17 | -23 | 29 | 0 | -1.0 | 7 | 21
COc1cccc(C(=O)N2CCN(C(=O)C3CC3)CC2)c1 | -4 | -2 | -2 | -1 | -13 | 7 | -0.2 | 0 | -8
CCOC(=O)c1cccc(NC(=O)C2CCN(c3ncnc4c3nc3n4CCCCC3)CC2)c1 | 7 | -5 | 9 | 8 | 20 | -9 | -2.1 | -1 | 10
COC(c1ccccc1)c1nnc(CCC(=O)NCc2cccc(-n3cccn3)c2)o1 (stereo not given) | 12 | -2 | 7 | -9 | 1 | 22 | -1.4 | -3 | 5
O=C(NC1CCCC1)c1nc2c(nnn2Cc2cccc(Cl)c2)c(=O)[nH]1 | 12 | -2 | -4 | 23 | -20 | 5 | -3.3 | -3 | -7
O=S(=O)(Nc1ccccc1)c1cccc2nsnc12 | 17 | -2 | -11 | -13 | -5 | 13 | -0.1 | -3 | 4
NC(=O)CN1CCCN(S(=O)(=O)c2ccc(Br)cc2)CC1 | 33 | -3 | 4 | 4 | -45 | 0 | -0.7 | 7 | -6
COc1ccc(-c2c(C(F)(F)F)[nH]n3c(=O)cc(-c4ccccc4)nc23)cc1 | -10 | -2 | -8 | -24 | 28 | -6 | -1.1 | -3 | 0
Cc1ccccc1N(CC(=O)NC1CCCCC1)C(=O)c1csnn1 | 14 | -1 | -9 | 7 | -7 | 10 | 0.7 | -4 | 20
O=C(CSc1ccccc1)NCCSCc1ccccc1 | 3 | -1 | -6 | 6 | -17 | -7 | 0.3 | -2 | -26
O=C(Nc1cccc(Cl)c1)C1C2C=CC3(O2)C1C(=O)N(CCN1CCCCC1)C3C(=O)NC1CCCCC1 (stereo not given) | 0 | -7 | 8 | 21 | -14 | -7 | 2.0 | -2 | 13
CC1CCCCC1NC(=O)c1cccc(S(=O)(=O)N2CCN(Cc3ccccc3)CC2)c1 (stereo not given) | 19 | -2 | 2 | 6 | 17 | 29 | -1.4 | 1 | 20
Cc1ccc(/C=C(\C#N)c2nn(-c3ccccc3)c(N)c2C#N)cc1 | 29 | 0 | -3 | 8 | -27 | 40* | -1.0 | -1 | 25
Continuation.
SMILES | tim23-1 inh | XBP1 UPR activ | CXCR6 block | APJ antagonist | Mdm2-MdmX inh | tim10-1 inh | CHOP UPR activ | APJ ag | TIM10 inh
CCOc1cc(-c2sc(Nc3ccccc3)n[n+]2-c2ccc(F)cc2)ccc1OC | -12 | -1 | -5 | -10 | 3 | -1 | -2.3 | -2 | -5
O=C(CCCc1ccccc1)NCCC1=CCCCC1 | 12 | 0 | -3 | 6 | -9 | 5 | 5.6 | -1 | 20
O=C(N[C@@H](Cc1ccccc1)C(=O)OCc1ccccc1)c1nc[nH]c1C(=O)NCc1ccccc1 | 13 | -1 | 0 | -21 | 4 | 19 | -1.3 | -3 | 17
O=C(CN(Cc1ccc(F)cc1)C(=O)Cn1nnc2ccccc21)NCC1CCCO1 (stereo not given) | 10 | -1 | 6 | 14 | 9 | 10 | 0.3 | -1 | 15
N/C(=N\OC(=O)Cc1ccc(Cl)cc1)c1cccnc1 | 17 | 1 | -10 | -5 | -2 | 26 | -1.4 | 0 | -1
Cc1sc(NC(=O)c2cccs2)c(C(N)=O)c1C | 51* | 5 | 8 | 21 | -13 | 21 | 12 | -6 | 22
CC(NC(=O)c1cccnc1)c1ccc2c(c1)OCO2 (stereo not given) | -4 | 0 | 0 | -28 | 2 | 15 | 1.3 | -4 | -1
